RORA act: activates the human nuclear receptor RORA | P35398 | CHO-K1 Gal4-RORA LBD luciferase reporter, luminescence; percent increase over mock-subtracted basal signal | activation, % at 10 µM | hit rate 1.5% among 65,000;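 active = activation above the mean of all tested compounds plus 3 SD, cut at about 49% in these data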;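 note: 0% = DMSO-treated RORA cells and 100% = added signal equal to DMSO minus mock-transfected cells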
Target sequence (P35398 whole entry, looked up, the tested form may be a part): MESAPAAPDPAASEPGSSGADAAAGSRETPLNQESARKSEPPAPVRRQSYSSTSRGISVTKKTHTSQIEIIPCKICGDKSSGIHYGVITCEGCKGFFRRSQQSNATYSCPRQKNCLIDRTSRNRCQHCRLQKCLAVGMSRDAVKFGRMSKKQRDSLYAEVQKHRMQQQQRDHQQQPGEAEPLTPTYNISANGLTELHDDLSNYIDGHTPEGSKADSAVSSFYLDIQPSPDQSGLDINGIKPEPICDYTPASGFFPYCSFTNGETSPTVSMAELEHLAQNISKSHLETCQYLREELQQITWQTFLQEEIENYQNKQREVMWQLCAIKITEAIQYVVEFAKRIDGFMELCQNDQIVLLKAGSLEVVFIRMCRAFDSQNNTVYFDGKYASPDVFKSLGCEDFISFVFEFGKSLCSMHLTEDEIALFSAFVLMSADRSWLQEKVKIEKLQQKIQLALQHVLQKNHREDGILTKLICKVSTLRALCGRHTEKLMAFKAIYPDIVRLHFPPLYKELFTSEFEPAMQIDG
MMP-13 inhibitor: inhibitors of human MMP13 | inhibition, % at 4 µM | P45452 | MMP-13 fTHP FRET cleavage, Mca fluorescence | hit rate 0.07% among 65,000;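 active = inhibition above the mean of compound-free control plate wells plus 3 SD, cut at about 14% in these data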;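 note: 0% = DMSO wells and 100% = wells with reference MMP-13 inhibitor after basal subtraction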
SF1 activator: activators of human nuclear receptor SF-1. Q13285. CHO-K1 Gal4-SF-1 LBD luciferase reporter; % increase over DMSO SF-1-specific signal. activation, % at 10 µM. hit rate 1.9% among 65,000. AID 522;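 active = activation above the mean activation of all tested compounds plus 3 SD, cut at about 50% in these data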
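material = CHO-K1 cells with Gal4–hSF-1 LBD chimera plus Gal4-driven luciferase | compound = 10 µM single point, 1% DMSO | incubation = 20 h compound exposure at 37 °C after 1 h cell settling | measured by = SteadyLite luciferase luminescence | evaluation = percent activation relative to DMSO median and mock-transfected background | control set = DMSO negative control and −SF1 background wells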
5HT1a antag: blocks the human serotonin 5-HT1a receptor; CHO 5-HT1a Ga15 NFAT-bla reporter, antagonist mode; inhibition, % at 10 µM; hit rate 0.68% among 62,000; AID 612;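 active = inhibition above the mean of all tested compounds plus 3 SD, cut at about 43% in these data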;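 note: receptor stimulated by 5-CT agonist at 100 nM near EC80; beta-lactamase reporter measured by ratiometric fluorescence of a cleavable substrate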
HTR1A agonist: 5-HT1a (human) receptor agonism; activation, % at 10 µM; CHO 5-HT1a Ga15 NFAT-bla reporter, FRET ratio; 0% basal, 100% maximal reference agonist; AID 567; hit rate 0.56% among 65,000; P08908;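 active = activation above the screen-wide mean activation plus 3 SD, cut at about 19% in these data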;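 note: 0% = DMSO wells and 100% = 5-CT at EC100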
TNAP act mid DEA: activators of human TNAP at intermediate phosphate acceptor; P05186; purified TNAP, CDP-star luminescence, 100 mM DEA, 30 min; active compounds read high; scale: 0 levamisole-inhibited, 1 vehicle-only enzyme; activation factor at 20 µM; 64,000 tested, under 10 active; AID 813;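 active = activation factor of at least 2 at 20 µM, relative to controls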
Target sequence (P05186 whole entry, looked up): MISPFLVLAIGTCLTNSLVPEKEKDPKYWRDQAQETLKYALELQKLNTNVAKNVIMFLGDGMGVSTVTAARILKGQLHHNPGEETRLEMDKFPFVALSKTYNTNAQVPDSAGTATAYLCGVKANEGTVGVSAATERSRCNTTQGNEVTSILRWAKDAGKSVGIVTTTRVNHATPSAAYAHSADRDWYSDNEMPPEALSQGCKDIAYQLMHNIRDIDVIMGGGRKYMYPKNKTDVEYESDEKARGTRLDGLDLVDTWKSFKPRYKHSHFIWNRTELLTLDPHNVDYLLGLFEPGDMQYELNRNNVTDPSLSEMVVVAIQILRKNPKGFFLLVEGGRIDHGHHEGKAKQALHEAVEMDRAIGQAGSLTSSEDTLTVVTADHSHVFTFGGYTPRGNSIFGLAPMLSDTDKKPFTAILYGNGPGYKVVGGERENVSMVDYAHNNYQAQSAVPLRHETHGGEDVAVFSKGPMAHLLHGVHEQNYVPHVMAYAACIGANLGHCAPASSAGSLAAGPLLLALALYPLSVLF
Abs 340nm: compound absorbs light at 340 nm | compound absorbance at 340 nm, fold over control | fold change at 10 µM | 65,000 tested, under 10 active;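 active = at 10 µM dose, initial 340 nm absorbance at least 2 fold that of control wells; inactive = change under 2 fold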;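 note: initial absorbance extrapolated from kinetic A340 decline of NADH oxidation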
NADH enzymes: inhibitors of enzymes used to reach an NAD/NADH endpoint; coupled PK/LDH NADH assays, four targets; IC50, µM (series often up to 10 µM), for the others: at the highest dose inhibition; hit rate 0.02% among 65,000; AID 774;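 active = single-dose screening hits from any of four coupled enzyme assays that gave an IC50 when retested across doses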;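 note: the DPM-DC format reads NADH fluorescence rather than 340 nm absorbance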
Autofluor 339: intrinsic fluorescence of library compounds, ex339/em460 – biochemical, MLSMR library, data from DPM-DC assay, artefact control, profiling panel. compound autofluorescence, ex339/em460 nm, NADH buffer; active compounds read high; 1 = no-compound wells, NADH background. fluorescence fold increase at 10 µM. hit rate 5.5% among 65,000;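 active = at 10 µM, mean starting fluorescence two-fold or more over control wells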;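 note: signal is the first read of a kinetic run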
The depositor's hits bear a star; / = no result given; [ ] = another dose, or the depositor's remark.

SMILES	RORA act	MMP-13 inhibitor	SF1 activator	5HT1a antag	HTR1A agonist	TNAP act mid DEA	Abs 340nm	NADH enzymes	Autofluor 339
CN(C)c1ccccc1C(=O)c1ccccc1N(C)C	79*	-2	78*	14	-1.1	0.9	1.1	7%	1.2
CC1CCCN(C(=O)c2ccc3c(c2)C(=O)N(CCC2=CCCCC2)C3=O)C1 (configuration not stated)	8	1	-18	4	2.8	1	1.1	9%	1
CC(O)/C=C/c1ccc2ccccc2n1 (configuration not stated)	1	-3	38	11	-1.7	0.9	1.1	0%	1
O=C(O)c1cccc(NS(=O)(=O)c2ccc(Cl)c(C(=O)O)c2)c1	6	-3	2	6	-1.2	0.9	1.1	2%	1.1
CS(=O)(=O)N(CC(=O)N1CCCC1)c1cccc(Cl)c1Cl	-14	1	-24	-3	-5.3	0.9	1	1%	1.1
Cc1nnc(SCC(=O)NCc2ccc3c(c2)OCO3)[nH]c1=O	-9	-5	14	-12	-2.1	0.9	0.98	6%	1
COC(=O)CSc1nnc2n1C(C)(C)Cc1ccccc1-2	5	0	9	-6	-1.2	0.9	1	8%	1.1
COc1ccccc1NC(=O)c1cc(Cl)ccc1NC(=O)c1ccco1	-14	2	7	7	0.4	0.9	1.1	3%	1
CCc1c(C(=O)NCc2ccc3c(c2)OCO3)[nH]c(C)c1C(C)=O	-3	5	17	12	-6.7	0.9	1	3%	1.1
O=C(COC(=O)c1cncc(Br)c1)NCC1CCCO1 (configuration not stated)	3	0	-5	-7	0.3	0.9	1	0%	1.1
CCc1cc2c(=O)n(-c3ccccc3)cnc2s1	7	3	29	-8	-1.1	1	1.1	2%	1.1
Cc1cccc(Cc2c(C)nc3nc(SCC(=O)NCc4ccco4)nn3c2C)c1	-7	2	3	0	0.1	0.9	0.99	3%	1.1
CCOc1ccc2nc(N3CCCN(C(=O)Nc4ccccc4C)CC3)c(C#N)cc2c1	6	-14	-6	8	1.6	1.3	0.98	8%	1.7
CCOC(=O)C1=C(C)Nc2nc(C)nn2C1c1cc(OC)ccc1OC (configuration not stated)	-14	4	-11	7	-0.3	1	1.1	6%	1.1
O=C(COc1cccc(-n2cnnn2)c1)N1CCOCC1	7	3	-3	-6	0.0	0.9	1	4%	1.1
Cc1ccc(S(=O)(=O)NC2(C(F)(F)F)NC(=O)N(C)C2=O)cc1 (configuration not stated)	-13	-5	15	2	-3.0	0.9	1	4%	1.1
C=CCn1nnnc1SCC(=O)Nc1ccccc1C(=O)OC	-7	0	-4	-7	-4.0	0.8	1.1	8%	1.1
COc1ccc(-c2noc(CCC(=O)N(C)c3cccc(C)c3)n2)cc1	-26	5	-11	1	-0.2	1	1	3%	1.1
Clc1ccccc1OCc1nc(-c2ccncc2)no1	54*	4	92*	-10	-0.8	0.9	1.1	0%	1.2
O=C(Cc1ccccc1)N1CCC(C(=O)N2CCN(c3ccc(F)cc3)CC2)CC1	11	2	2	-12	-1.1	1	1.1	0%	1.1
Cc1noc(C)c1CSc1nc2ccccc2c(=O)n1-c1ccc(F)cc1F	9	2	19	46*	0.0	1	1	6%	1
CCn1c(C)nc2cc(-c3nnc(-c4c(-c5ccccc5)noc4C)o3)ccc21	-10	1	2	9	0.5	0.9	1	4%	1.1
Cc1ccc(C)c(NC(=O)CS(=O)(=O)c2c[nH]c3ccccc23)c1	0	4	-13	2	1.4	0.9	1.1	5%	1.1
O=C(CCn1nc(-c2ccccc2)c2ccccc2c1=O)NCC1CCCO1 (configuration not stated)	-14	3	1	3	1.9	1	1	1%	1.1
O=C(NC1CCCCC1)C(c1ccco1)N(C(=O)c1csnn1)C1CCCC1 (configuration not stated)	-4	3	-3	10	0.5	0.9	1	4%	1.1

Additional results.
SMILES	RORA act	MMP-13 inhibitor	SF1 activator	5HT1a antag	HTR1A agonist	TNAP act mid DEA	Abs 340nm	NADH enzymes	Autofluor 339
Nc1ccc2c(c1)N1CCN=C1S2	-2	-2	-10	/	-2.0	0.9	1.1	4%	1
Cc1cc2c(cc(C(=O)OC(C(=O)NCc3ccco3)C(C)C)n2C)o1 (configuration not stated)	9	3	-1	-4	1.2	0.9	1	10%	1
Cc1nc2ccccc2c(=O)n1NC(=O)c1ccc(F)cc1Cl	4	2	15	14	-4.8	0.9	1	2%	1.1
C/C(N)=C(/C#N)C(=O)CSc1nnc(NC(C)C)s1	13	4	29	4	-1.7	0.9	1	9%	0.81
CN(C)CCNC(=O)c1ccc2c(c1)N(Cc1ccc(F)cc1)CCS2	18	-152[fluorescence artefact?]	-34	13	2.0	1	1	15%[fluoresces]	2*
N#Cc1nc(Cc2ccccc2)oc1NCCN1CCOCC1	-10	4	10	-9	-2.2	1	1	6%	1.1
CCC(=O)N1c2ccc(S(=O)(=O)CCC(=O)N3CCn4c3nc3ccccc34)cc2CC1C (configuration not stated)	-24	5	-11	4	-2.3	0.9	1	3%	1.1
O=C(CCn1nc(-c2ccccc2)ccc1=O)NCCCN1CCCCCC1	5	-1	3	-3	-3.1	1	1	7%	1.1
O=C(Nc1ccc(Cl)c(Cl)c1)N1CC=CCC1	58*	4	55*	30	-0.8	1	1	3%	1.1
COCCn1nnnc1C(c1ccc(OC)cc1OC)N1CCN(c2ccccc2)CC1 (configuration not stated)	-31	2	7	7	-1.9	0.9	0.98	6%	1.1
CCN(CC)CCN1C(=O)C(=O)/C(=C(/O)c2ccc(OCC(C)C)cc2)C1c1ccncc1 (configuration not stated)	-11	-2	-19	6	-0.2	0.9	1	0%	1.1
CCCOc1ccc(C2C(=O)N(C3CCCCC3)CC(=O)N2C2CC2)cc1OC (configuration not stated)	-10	2	-9	-11	2.5	0.9	0.99	7%	1
CCc1ccc(N2CSC3=C(C#N)C(c4cccs4)CC(=O)N3C2)cc1 (configuration not stated)	-15	2	-11	6	-4.3	1	1.1	7%	1.1
CCOC(=O)c1cc(-c2cccs2)nn1CCC#N	-2	0	-5	-1	-0.8	1	1	4%	1.1
COc1cccc(Cn2nnc(C(=O)Nc3ccc(C)cc3)c2N)c1	28	12	38	-8	-2.4	1	1	1%	1.1
COC(=O)C1=C(C)Nc2nnnn2C1c1cc(OC)ccc1OC (configuration not stated)	-24	3	-6	-5	-0.1	0.9	1	6%	1.1
CCN(C(=O)c1cnc(N2CCN(c3ncccn3)CC2)c2ccccc12)c1cccc(Cl)c1	6	-3	13	3	0.8	0.9	1.1	1%	1.6
O=C(Nc1ccc2c(c1)OCCO2)c1cncc(Br)c1	29	4	31	4	-0.9	1	1	5%	1.1
COC(=O)C1=C(C)NC(C)=C(C(=O)OC)C1c1ccccc1OCc1c(C)no[n+]1[O-]	-5	-3	10	15	-2.8	0.9	1	4%	1.4
O=C(Nc1ccc2c(c1)OCO2)c1ccc(Br)s1	69*	4	49	3	1.5	0.9	1	3%	1.1
CCC(CO)NCc1ccc2c(c1)n(C)c(=O)n2C (configuration not stated)	4	-2	0	-2	-3.3	1	1	8%	1.1
CC(C)CCn1c(CN2CCN(Cc3ccccc3)CC2)nc2c1c(=O)[nH]c(=O)n2C	27	-4	-7	-10	0.6	0.9	0.97	5%	1
COc1ccc(C(=O)N2CCN(c3c(C)cccc3C)CC2)cc1OC	-7	2	5	1	-6.1	1	1	1%	1.1
CC(=O)Nc1ccc(S(=O)(=O)Nc2nnc(C3CCCCC3)s2)cc1	-2	-1	-10	3	-3.3	0.9	0.95	6%	1.1
CCn1c(=N)n(CC(=O)OC)c2ccccc21	2	3	14	10	-2.5	0.9	1	4%	1

Additional structures follow.
SMILES	RORA act	MMP-13 inhibitor	SF1 activator	5HT1a antag	HTR1A agonist	TNAP act mid DEA	Abs 340nm	NADH enzymes	Autofluor 339
Nc1nc2c(c3c1c(=O)oc1ccccc13)CCCCC2	-19	-42	-11	-2	-1.8	0.9	1.1	8%[fluoresces]	2.2*
COc1cccc(-n2c(SCC(=O)Nc3cc(C)on3)nc3c([nH]c4ccccc43)c2=O)c1	11	5	27	28	-0.5	0.8	1	2%	1
COc1ccc(NC(=O)c2cnc3n(c2=O)CCS3)cc1OC	15	2	9	1	-0.5	0.9	1.1	2%	0.97
COc1cccc(-c2csc3nnc(SCC(=O)c4ccc(NC(C)=O)cc4)n23)c1	-1	-1	-22	-8	-0.6	0.9	1	2%	1.1
CCn1c(COc2cccc(OC)c2)nnc1SCC(=O)N1CCOCC1	12	-5	6	8	-3.1	0.8	0.97	4%	1.1
CSc1nc(N)nc(SCC(=O)c2ccccc2)c1C#N	22	4	46	0	0.4	1	1	4%	1.4
Cc1cc(C(=O)COC(=O)CN(C)S(=O)(=O)c2ccc(Cl)cc2)c(C)n1Cc1cccs1	11	-1	1	3	-3.0	0.8	1	7%	1.1
O=C(Cc1cccs1)Nc1ccc(Cl)cc1	21	-2	23	3	-4.5	1	1.1	2%	1.1
O=C(NCCN1CCN(c2ccccc2F)CC1)C1c2ccccc2C(=O)N2CCc3ccccc3C12 (configuration not stated)	8	-4	-1	9	3.8	1	0.98	6%	1.1
CC(C)CCNc1ncnc2c1nnn2Cc1ccccc1Cl	8	5	3	-8	1.6	0.9	0.98	5%	1
Cn1c(=O)[nH]c(=O)c2c1nc1n2CCCS1	5	1	0	4	-0.7	0.9	1	8%	1.2
COc1ccc(CNC(=O)c2cc(-c3cccs3)on2)cc1	-3	1	7	-4	-2.3	0.8	0.98	17%	0.94
CCc1nc(SCC(=O)N2CCCc3ccccc32)c2c(=O)n(C)c(=O)n(C)c2n1	-6	4	-5	-4	-4.9	0.9	1	2%	1.1
CCC(C)NC(=O)C1CCC(=O)N(c2cc(OC)c(OC)c(OC)c2)C1c1ccc(OC)cc1 (configuration not stated)	2	-1	14	-1	-0.6	1	1	4%	1.1
CCOC(=O)c1cnc2ccccc2c1NCCO	-7	2	0	-14	-3.7	0.9	1.1	1%	1.1
Cc1cc(NC(=O)c2cnn3cccnc23)no1	19	-6	32	-6	0.5	0.9	1	4%	1.1
Cc1ccc(C)n1-n1cnc2sc3c(c2c1=O)CCC3	26	-2	-6	6	-1.7	1	1.1	0%	1.1
Cc1ccnc(N(C(=O)c2cccs2)C(=O)c2cccs2)c1	20	3	28	-4	-1.9	0.9	1	0%	1.1
CCOC(=O)c1cc(-c2nnc(SCC(=O)Nc3ccc(F)cc3)o2)c(C)nc1C	4	4	-4	3	0.0	1	1	2%	1.1
C=CCn1c(SCCC(=O)O)nc2c1c(=O)n(C)c(=O)n2C	2	-2	4	9	-2.1	1	1	3%	1.1

Reformatted: entries from further up
Order of values – RORA act	MMP-13 inhibitor	SF1 activator	5HT1a antag	HTR1A agonist	TNAP act mid DEA	Abs 340nm	NADH enzymes	Autofluor 339
COc1ccc(NC(=O)c2cnc3n(c2=O)CCS3)cc1OC
    15	2	9	1	-0.5	0.9	1.1	2%	0.97
COc1cccc(-c2csc3nnc(SCC(=O)c4ccc(NC(C)=O)cc4)n23)c1
    -1	-1	-22	-8	-0.6	0.9	1	2%	1.1
CCn1c(COc2cccc(OC)c2)nnc1SCC(=O)N1CCOCC1
    12	-5	6	8	-3.1	0.8	0.97	4%	1.1
CSc1nc(N)nc(SCC(=O)c2ccccc2)c1C#N
    22	4	46	0	0.4	1	1	4%	1.4
Cc1cc(C(=O)COC(=O)CN(C)S(=O)(=O)c2ccc(Cl)cc2)c(C)n1Cc1cccs1
    11	-1	1	3	-3.0	0.8	1	7%	1.1
O=C(Cc1cccs1)Nc1ccc(Cl)cc1
    21	-2	23	3	-4.5	1	1.1	2%	1.1
